Source: PubChem
PAD4 FP inh: PAD4 (human) enzyme inhibition. Q9UM07. recombinant PAD4, RCA probe fluorescence polarization. inhibition, % at 6.36 µM. 330,000 tested, 0.41% active;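 active = percent inhibition above a cutoff equal to the mean of all tested compounds plus 3 SD, cut at about 15% in these data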;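 also: 0% = PAD4 with RCA probe and DMSO and 100% = probe without PAD4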
Target sequence (Q9UM07 whole entry, looked up): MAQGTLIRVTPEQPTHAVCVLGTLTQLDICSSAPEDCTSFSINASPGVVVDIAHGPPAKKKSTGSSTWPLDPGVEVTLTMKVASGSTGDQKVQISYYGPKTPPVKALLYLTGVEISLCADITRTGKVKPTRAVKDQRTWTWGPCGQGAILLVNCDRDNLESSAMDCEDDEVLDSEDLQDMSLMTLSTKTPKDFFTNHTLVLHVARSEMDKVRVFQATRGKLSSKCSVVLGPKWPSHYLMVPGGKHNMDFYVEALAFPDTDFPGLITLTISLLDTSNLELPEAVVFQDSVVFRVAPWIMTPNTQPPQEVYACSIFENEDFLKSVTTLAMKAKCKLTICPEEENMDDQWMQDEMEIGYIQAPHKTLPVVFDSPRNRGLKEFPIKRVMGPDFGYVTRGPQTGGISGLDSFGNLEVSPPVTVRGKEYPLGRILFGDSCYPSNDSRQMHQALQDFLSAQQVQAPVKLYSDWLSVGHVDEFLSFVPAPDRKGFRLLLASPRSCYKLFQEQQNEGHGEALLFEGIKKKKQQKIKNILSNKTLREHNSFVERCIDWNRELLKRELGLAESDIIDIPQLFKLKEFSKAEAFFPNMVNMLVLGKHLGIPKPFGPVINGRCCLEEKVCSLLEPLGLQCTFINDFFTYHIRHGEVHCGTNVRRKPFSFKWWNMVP
LYPLA2 inh: LYPLA2 (human) inhibition in PME1 counter-screen. O95372. recombinant LYPLA2, FP-Rh probe fluorescence polarization. inhibition, % at 5.9 µM. 320,000 tested, 0.38% active. AID 2177;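 active = inhibition above the screen-wide mean plus 3 SD, limit set per campaign, cut at about 26% in these data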;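 also: 0% = LYPLA2 with DMSO and 100% = wells lacking LYPLA2 enzyme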
PREPL inhibitor: human PREPL enzyme inhibition | Q4J6C6 | recombinant PREPL, fluorescence polarization activity-based probe | inhibition, % at 5.96 µM | 320,000 tested, 0.68% active; in the data active = inhibition above about 43%;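 also: 0% = enzyme with DMSO and 100% = wells lacking enzyme; many of its hits are not listed in these tables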
GSTO1 counter: GSTO1 inhibition, counter-screen for RBBP9 inhibitors. P78417. recombinant GSTO1, activity-based probe fluorescence polarization. inhibition, % at 5.96 µM. 300,000 tested, 1.1% active;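 active = inhibition above the campaign mean inhibition plus 3 SD, cut at about 35% in these data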;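 also: 0% = GSTO1-1 with DMSO and 100% = wells lacking GSTO1-1 enzyme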
EBNA-1 inhibitor: blocks EBNA-1 binding to DNA. EBNA-1 DNA binding, fluorescence polarization. inhibition, % at 14.8 µM. 300,000 tested, 0.34% active; in the data active = inhibition above about 28%
LYPLA1 inh: blocks human lysophospholipase 1, a PME1 counter-screen; O75608; recombinant LYPLA1, FP-Rh probe fluorescence polarization; inhibition, % at 5.9 µM; 320,000 tested, 0.16% active;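 active = inhibition above the mean of all tested compounds plus 3 SD, set per campaign, cut at about 14% in these data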;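 also: inhibitors block serine hydrolase probe labeling of LYPLA1 so polarization falls; 0% = enzyme with DMSO and 100% = wells lacking LYPLA1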
Target sequence (O75608 whole entry, looked up): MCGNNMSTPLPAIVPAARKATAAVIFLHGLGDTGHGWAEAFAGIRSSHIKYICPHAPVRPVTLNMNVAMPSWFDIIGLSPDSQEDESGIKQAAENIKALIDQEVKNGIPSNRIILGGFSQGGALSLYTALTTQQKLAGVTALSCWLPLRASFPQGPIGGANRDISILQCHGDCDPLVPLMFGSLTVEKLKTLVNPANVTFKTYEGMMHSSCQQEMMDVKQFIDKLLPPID
ZTA counter: ZTA (EBV) inhibition in EBNA-1 counter-screen. 320,000 tested, 0.15% active. ZTA-DNA binding, fluorescence polarization. inhibition, % at 11 µM. P03206. AID 2234; in the data active = inhibition above about 33%
PAFAH1B3 inh: blocks human PAF acetylhydrolase 1B catalytic subunit 3 | 340,000 tested, 0.28% active | inhibition, % at 3.39 µM | recombinant PAFAH1B3, FP-rhodamine probe, fluorescence polarization | AID 492972;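 active = inhibition above the screen-wide average of all tested compounds plus 3 SD, cut at about 25% in these data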;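 also: 0% = enzyme with DMSO only and 100% = wells lacking PAFAH1B3 protein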
PAFAH2 FP inh: inhibitors of human PAFAH2. Q99487. recombinant PAFAH2, FP-rhodamine activity probe, fluorescence polarization. inhibition, % at 3.39 µM. 340,000 tested, 0.99% active. AID 492956;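 active = inhibition above the mean over all tested compounds plus 3 SD, cut at about 30% in these data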;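 also: inhibitors block probe labeling of enzyme so polarization drops; 0% = enzyme with DMSO and 100% = wells lacking PAFAH2 protein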
The depositor's hits bear a star; . = not tested or not shown.

SMILES	PAD4 FP inh	LYPLA2 inh	PREPL inhibitor	GSTO1 counter	EBNA-1 inhibitor	LYPLA1 inh	ZTA counter	PAFAH1B3 inh	PAFAH2 FP inh
C=CC[N+]1(C)CC[C@]23c4c5ccc(O)c4O[C@H]2C(=O)CC[C@@]3(O)[C@H]1C5 (some centres not stated)	-1	1	-5	5	12	-4	8	0	12
COc1ccc(C(=O)C2CN(C)CC2c2ccc(Cl)cc2)cc1 (configuration not stated)	1	2	-48	8	-1	0	-4	3	-4
CNC(=O)Oc1cccc(-c2cn3cc(Cl)ccc3n2)c1	0	1	0	3	3	-2	-21	-1	2
O=C(C1CC(=O)N(C2CCCCC2)C1)N1CCC2(CC1)OCCO2 (configuration not stated)	-4	3	-6	4	9	2	6	1	6
CNC(=O)OCCc1nccn1C	2	3	-14	4	-7	2	2	8	12
OC(C#CCN1CCOCC1)(c1ccccc1)C1CCCC1 (configuration not stated)	-5	-5	-7	7	-1	-3	-2	3	5
COc1c(C)cc(C(=O)C2CCCN(C3CCOCC3)C2)cc1C (configuration not stated)	-1	4	-15	-1	-3	3	7	6	-7
CC1(C)CC(CCNCc2ccc3c(c2)OCO3)(Cc2ccccc2)CCO1 (configuration not stated)	-3	-4	-60	1	3	0	6	7	-1
O=C(c1cc(F)ccc1F)C1CCCN(Cc2cc(Cl)ccc2O)C1 (configuration not stated)	-2	-1	-6	3	-6	-1	11	4	-2
CCCNS(=O)(=O)c1ccc(OCC(=O)N2CCN(Cc3ccc4c(c3)OCO4)CC2)c(C)c1	-2	2	3	-6	-10	3	-7	1	1
COc1ccc(-c2[nH]ncc2CNC(C)Cc2cccc(C)n2)cc1F (configuration not stated)	-2	0	9	5	6	-2	3	4	-2
CCn1ccnc1CN1CCCC(C(=O)c2cccc(C(F)(F)F)c2)C1 (configuration not stated)	-3	3	8	5	12	3	-2	2	-4
CCC(CC)N1CCN(C(=O)Cc2ccccc2)CC1	3	2	8	4	7	3	-6	12	-4
N/C(=N\[N+](=O)[O-])N1CCN(C(=O)Oc2ccccc2)CC1	3	4	5	1	-1	-1	14	3	1
CN(C)S(=O)(=O)c1cc(C(=O)N2CCC(C(=O)O)(c3ccccc3)CC2)ccc1Cl	1	-4	-5	6	-2	-3	0	3	10
c1ccc2oc(N3CCNCC3)nc2c1	3	6	15	0	8	2	-13	-2	-6
COc1ccc(C(=O)C23CN4CN(CN(C4)C2)C3)cc1	0	6	15	4	20	6	7	5	-5
O=C1NC(=O)C(=Cc2cc([N+](=O)[O-])ccc2N2CCCCC2)C(=O)N1	0	-4	-9	-1	4	-1	-11	5	-1
c1cc2c(cc1[C@H]1OCC3C1CO[C@@H]3c1ccc3c(c1)OCO3)OCO2 (some centres not stated)	-3	.	11	.	.	.	.	5	7
Cc1oc(-c2ccccc2)nc1CN1C(=O)C(C)N=C(c2ccccc2F)c2cc(Cl)ccc21 (configuration not stated)	0	2	29	-1	-14	-4	-1	5	8
OC(c1ccccc1)(c1ccc(Cl)cc1)C1CN2CCC1CC2 (configuration not stated)	0	10	13	-11	4	5	4	8	3
Cc1ncc(CN2CCCC(C(=O)c3ccc(C(C)(C)C)cc3)C2)s1 (configuration not stated)	-3	4	-5	1	-11	-1	-6	2	-12
C=C(Cl)CSC(=S)N(CC)CC	-7	-5	0	.	.	-1	-8	-7	-1
Cc1ccccc1OP(N)(=O)Oc1ccccc1C	-5	6	-1	8	-6	-2	-6	8	-4
c1ccc(C2CC3CC4(CCCC4)N2O3)cc1 (configuration not stated)	7	-8	-6	2	-10	2	-4	2	6
CC(C)(C)c1cc([N+](=O)[O-])cc(C(C)(C)C)c1O	-1	9	0	-7	-2	3	-13	.	.
CN(C)C(=O)Oc1cccc(OCc2n(C)c3ccccc3[n+]2C)c1	-1	2	8	5	0	1	-5	-2	6
CCN(CC)C(=O)c1ccc(NC(=S)NC(=O)CCc2ccccc2)cc1	-1	30*	-5	1	1	0	4	2	-6
COCCCNC(=O)Cn1cc(/C=C2\C(=O)NC(=O)N(c3ccccc3F)C2=O)c2ccccc21	-5	-4	2	5	3	-1	9	2	10
Clc1ccc(CCC(Cn2ccnc2)Sc2c(Cl)cccc2Cl)cc1 (configuration not stated)	-6	0	2	-7	-4	1	-3	-3	1
COC(=O)C1=C(c2cccc(C#N)c2)C[C@@H]2CC[C@H]1N2C(=O)NCCOc1ccc(OC)cc1	-3	-2	-5	.	.	-1	-11	11	8
c1ccc(C[n+]2ccccc2)cc1	3	5	6	6	2	4	4	10	-4
O=c1[nH]c(=S)[nH]c(O)c1CN1CCCCC1	2	-2	-6	0	3	2	16	-1	8
C[C@]12CCC3C(CC[C@H]4C[C@@H](O)CC[C@]34C)C1[C@H]1CN=N[C@H]1[C@@H]2O (some centres not stated)	-2	.	3	.	.	.	.	6	-4
COCCO[C@H]1CC[C@@]2(C)C(=CCC3C2CC[C@@]2(C)C3CC[C@]2(C)O)C1 (some centres not stated)	-4	.	0	.	.	.	.	-1	-8
O=C(CCn1nc(-c2ccc(Cl)cc2)ccc1=O)N1CCC2(CC1)OCCO2	3	5	30	8	8	2	-1	0	-6
CCN1CCN(c2cc(N3CCCC3)c([N+](=O)[O-])cc2F)CC1	2	-4	7	-7	4	4	6	-4	-5
CC(C)C[C@H]1C(=O)N2CCCC2[C@]2(O)O[C@](NC(=O)[C@@H]3C=C4c5cccc6[nH]cc(c56)CC4N(C)C3)(C(C)C)C(=O)N12 (some centres not stated)	18*	4	37	48*	6	0	-3	39*	-8
Cc1ccc(S(=O)(=O)NC(CC(=O)N2CCC3(CC2)OCCO3)c2ccco2)cc1 (configuration not stated)	-3	-4	-7	-2	-10	-1	-4	4	5
Clc1ccc(OCC#CCN2CCCCCC2)cc1	-6	-1	29	9	-11	-1	-3	-1	2

Random excerpt: two records from the list, in no set order.
SMILES	PAD4 FP inh	LYPLA2 inh	PREPL inhibitor	GSTO1 counter	EBNA-1 inhibitor	LYPLA1 inh	ZTA counter	PAFAH1B3 inh	PAFAH2 FP inh
CN(C)S(=O)(=O)c1cc(C(=O)N2CCC(C(=O)O)(c3ccccc3)CC2)ccc1Cl	1	-4	-5	6	-2	-3	0	3	10
Clc1ccc(OCC#CCN2CCCCCC2)cc1	-6	-1	29	9	-11	-1	-3	-1	2

More compounds.
SMILES	PAD4 FP inh	LYPLA2 inh	PREPL inhibitor	GSTO1 counter	EBNA-1 inhibitor	LYPLA1 inh	ZTA counter	PAFAH1B3 inh	PAFAH2 FP inh
O=C(Cc1ccccc1)Oc1ccccc1N1C(=O)CCC1=O	4	-2	8	12	-6	-1	0	-1	12
C=CCC1(Nc2ccccc2)CC(C)N(C)CC1C (configuration not stated)	3	4	16	-1	9	0	8	1	-3
C[C@]12C[C@H](O)[C@@H](O)CC1=CCC1C2CC[C@@]2(C)C1CC[C@@H]2O (some centres not stated)	3	.	21	.	.	.	.	-2	7
Cc1c(C(=O)O)cc(-c2ccccc2)n1Cc1ccccc1	4	-5	0	1	-2	-1	5	5	1
O=P1(N(CCCl)CCCl)NCCCO1 (configuration not stated)	-3	-7	3	7	-5	-3	3	10	6
Clc1cc(Cl)c(-c2cc(Cl)c(Cl)cc2Cl)cc1Cl	-7	-4	5	.	.	-1	-5	1	7
COc1ccccc1OCC(=O)Nc1ccc(Cl)cc1C(=O)c1ccccc1	-3	-7	-2	-3	0	-5	-2	10	-7
Cc1ccc(-c2cc(-c3ccc(C)cc3)[n+](-c3ccc(C(=O)O)cc3)c(-c3ccc(C)cc3)c2)cc1	-3	6	2	-3	-3	4	-14	2	10
O=C(N/N=C\C1C(=O)NC(=S)N(c2ccccc2)C1=O)c1ccc(O)cc1 (configuration not stated)	-1	0	-3	-8	6	-6	3	0	12
Cn1c(O)c(C=Nc2ccc3c(c2)CCC3)c(=O)n(C)c1=O	4	3	3	7	-6	1	-17	5	2
CCCCSP1(=S)NCCCO1 (configuration not stated)	1	-1	-15	6	-19	-1	-6	4	1
CC12CN3CN(C1)CC(c1ccccc1)(C3)C2=O	6	-3	4	9	5	-4	6	8	-13
CC(=NCc1ccco1)c1c(O)n(Cc2ccccc2)c(=O)[nH]c1=O	4	-7	0	0	8	-2	11	4	8
CCOC(=O)c1ccc(N=C(c2ccccc2)c2c(O)n(C)c(=O)n(C)c2=O)cc1	1	-1	-7	10	-3	-3	-7	6	11
C/C(=N\N1CCN(C)CC1)c1c(O)[nH]c(=O)[nH]c1=O	-2	-1	-5	-2	20	-2	7	3	-2
O=C1NC(c2cccnc2)Nc2sc3c(c21)CCCC3 (configuration not stated)	-4	6	-7	-19	5	1	-3	2	4
O=C1NC(=O)N(c2ccccc2)C(=O)/C1=C/c1ccoc1	4	0	-6	1	3	2	6	13	3
O=C(N/N=C/c1c(O)n(Cc2ccc(F)cc2)c(=O)[nH]c1=O)c1ccccc1	-3	8	7	4	9	4	-1	6	17
CN1CCC(OC(=O)Cc2ccccc2)CC1	-3	3	6	3	-2	-2	-9	6	-3
O=P(/C(=N/O)N1CCOCC1)(N1CCOCC1)N1CCOCC1	-2	-3	16	5	5	3	0	5	-3
CCOCCCN=Cc1c(O)n(Cc2ccccc2)c(=O)[nH]c1=O	-4	7	-6	2	2	2	15	-4	-6

18 of the compounds above, comma-delimited.
Compound,PAD4 FP inh,LYPLA2 inh,PREPL inhibitor,GSTO1 counter,EBNA-1 inhibitor,LYPLA1 inh,ZTA counter,PAFAH1B3 inh,PAFAH2 FP inh
C=CC[N+]1(C)CC[C@]23c4c5ccc(O)c4O[C@H]2C(=O)CC[C@@]3(O)[C@H]1C5 (some centres not stated),-1,1,-5,5,12,-4,8,0,12
COc1ccc(C(=O)C2CN(C)CC2c2ccc(Cl)cc2)cc1 (configuration not stated),1,2,-48,8,-1,0,-4,3,-4
CNC(=O)Oc1cccc(-c2cn3cc(Cl)ccc3n2)c1,0,1,0,3,3,-2,-21,-1,2
O=C(C1CC(=O)N(C2CCCCC2)C1)N1CCC2(CC1)OCCO2 (configuration not stated),-4,3,-6,4,9,2,6,1,6
CNC(=O)OCCc1nccn1C,2,3,-14,4,-7,2,2,8,12
OC(C#CCN1CCOCC1)(c1ccccc1)C1CCCC1 (configuration not stated),-5,-5,-7,7,-1,-3,-2,3,5
COc1c(C)cc(C(=O)C2CCCN(C3CCOCC3)C2)cc1C (configuration not stated),-1,4,-15,-1,-3,3,7,6,-7
CC1(C)CC(CCNCc2ccc3c(c2)OCO3)(Cc2ccccc2)CCO1 (configuration not stated),-3,-4,-60,1,3,0,6,7,-1
O=C(c1cc(F)ccc1F)C1CCCN(Cc2cc(Cl)ccc2O)C1 (configuration not stated),-2,-1,-6,3,-6,-1,11,4,-2
CCCNS(=O)(=O)c1ccc(OCC(=O)N2CCN(Cc3ccc4c(c3)OCO4)CC2)c(C)c1,-2,2,3,-6,-10,3,-7,1,1
COc1ccc(-c2[nH]ncc2CNC(C)Cc2cccc(C)n2)cc1F (configuration not stated),-2,0,9,5,6,-2,3,4,-2
CCn1ccnc1CN1CCCC(C(=O)c2cccc(C(F)(F)F)c2)C1 (configuration not stated),-3,3,8,5,12,3,-2,2,-4
CCC(CC)N1CCN(C(=O)Cc2ccccc2)CC1,3,2,8,4,7,3,-6,12,-4
N/C(=N\[N+](=O)[O-])N1CCN(C(=O)Oc2ccccc2)CC1,3,4,5,1,-1,-1,14,3,1
CN(C)S(=O)(=O)c1cc(C(=O)N2CCC(C(=O)O)(c3ccccc3)CC2)ccc1Cl,1,-4,-5,6,-2,-3,0,3,10
c1ccc2oc(N3CCNCC3)nc2c1,3,6,15,0,8,2,-13,-2,-6
COc1ccc(C(=O)C23CN4CN(CN(C4)C2)C3)cc1,0,6,15,4,20,6,7,5,-5
O=C1NC(=O)C(=Cc2cc([N+](=O)[O-])ccc2N2CCCCC2)C(=O)N1,0,-4,-9,-1,4,-1,-11,5,-1

A portion of the library; count on the stated rates, not on these rows.
